West Nile virus CPE – West Nile virus antiviral activity, cell-based, CPE readout (AID 1621); West Nile virus-infected cells, CPE inhibition; higher % means a stronger effect; one-dose CPE inhibition, % at 10 µM; IC50 in µM for titrated hits; hit rate 0.02% among 290,000; in the data active = a potency from the dose series; inconclusive = CPE inhibition mostly from about 3.7% at the one dose, without a potency; inactive = the rest, 99 in 100 with CPE inhibition below about 2.2%; note: strong numbers were not always called active
RSV CPE inhibition – RSV antiviral activity via CPE protection, HEp-2 cells, primary 10 µM value included (AID 2391); hit rate 0.13% among 310,000; HEp-2 cells, RSV-induced CPE inhibition; higher % means a stronger effect; CPE inhibition, % at 10 µM, or IC50 in µM where a hit was titrated; in the data active = a potency from the dose series; inconclusive = CPE inhibition mostly from about 23% at the one dose, without a potency; inactive = the rest, 99 in 100 with CPE inhibition below about 21%; note: strong numbers were not always called active
MgcRacGAP inhibition – MgcRacGAP GTPase-activating activity inhibitors, confirmation, biochemical, ADP Hunter fluorescence; MgcRacGAP-stimulated Rac1 GTP hydrolysis, ADP Hunter fluorescence; higher % means a stronger effect; GST-tagged Rac1 F28L mutant substrate; inhibition, % at 30 µM, or IC50 in µM where a hit was titrated; hit rate 0.6% among 340,000;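 active = first-screen hits whose inhibition reached a set limit at any dose in the follow-up dose series; inconclusive = inhibition above the set first-screen limit but never retested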;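 note: fluorescence reports GDP produced by GAP-driven GTP hydrolysis; strong numbers were not always called active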
LYP phosphatase – inhibitors of LYP phosphatase, biochemical, fluorescence intensity, uHTS (AID 1779). inhibition, % at 11.5 µM, or IC50 in µM where a hit was titrated. recombinant LYP phosphatase, fluorescence intensity; higher % means a stronger effect. hit rate 0.054% among 290,000; in the data active = inhibition above about 50%;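 note: plate controls were vehicle with enzyme for no effect and no enzyme for full effect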
Large T inhibition – SV40 large T antigen inhibitors, biochemical (AID 1903); SV40 large T antigen ATPase/helicase inhibition assay; higher % means a stronger effect; one-dose inhibition, % at 20 µM; IC50 in µM for titrated hits; hit rate 0.39% among 310,000; in the data active = a potency from the dose series; inconclusive = inhibition mostly from about 32% at the one dose, without a potency; inactive = the rest, 99 in 100 with inhibition below about 32%; note: strong numbers were not always called active
Dengue-2 NS5 capping – Dengue-2 NS5 methyltransferase inhibitors, primary screen, biochemical, confirmation dose response (AID 588689); Dengue-2 NS5 methyltransferase capping enzyme assay, biochemical; higher % means a stronger effect; one-dose inhibition, % at 25 µM; IC50 in µM for titrated hits; hit rate 0.3% among 340,000; in the data active = a potency from the dose series; inconclusive = inhibition above about 29% without an active follow-up result
GPR35 antagonists – GPR35 antagonists blocking zaprinast-driven arrestin recruitment, primary screen, imaging, U2OS, beta-arrestin-GFP, zaprinast agonist (AID 2058); U2OS GPR35 beta-arrestin-GFP translocation imaging, zaprinast antagonism; higher % means a stronger effect; inhibition, % at 10 µM; hits with a dose series show IC50 in µM; hit rate 0.052% among 290,000;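 active = inhibition of at least 50% with at least 30 cells and total cytoplasm GFP at most 10,000,000; inconclusive = under 30 cells or total GFP of 10,000,000 plus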
CSM14.1 death rescue – rescue of cells from ER stress-induced death, primary screen, 384-well, CSM14.1, thapsigargin, ATP luminescence (AID 1222) | 190,000 tested, under 10 active | one-dose cellular ATP content (survival), % at 20 µM; EC50 in µM for titrated hits | CSM14.1 thapsigargin-induced death rescue, ATP luminescence; higher % means a stronger effect;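 active = EC50 below 50 µM in the dose-response confirmation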;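 note: death triggered by thapsigargin at about 15 µM added after 2 h compound pretreatment; cell ATP read after overnight thapsigargin exposure of roughly 18 to 22 hours; normalized against plate controls of thapsigargin alone and 5% DMSO vehicle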
PhoP inhibition – PhoP-dependent GFP reporter repression – Salmonella Typhimurium, primary screen (AID 1863); S. Typhimurium PhoP-regulated promoter GFP reporter, 4 h; higher % means a stronger effect; inhibition, % at 50 µM; hits with a dose series show IC50 in µM; hit rate 0.16% among 300,000;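 active = inhibition over 29.93%, a cutoff 3 SD above the screen mean, later confirmed by dose response; inconclusive = inhibition over 29.93% but no dose response follow-up; inactive = inhibition at most 29.93% or unconfirmed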;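 note: 0% = low Mg2+ inducing control and 100% = high Mg2+ repressing control; strong numbers were not always called active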
Dengue-2 NS5 capping pilot replicate – also measured in Dengue-2 NS5 capping; calls as there; inhibition, %; measured here: pilot screen replicate inhibition
Numbers without * were called inactive; ? = inconclusive; . = not tested or not shown.

SMILES | West Nile virus CPE | RSV CPE inhibition | MgcRacGAP inhibition | LYP phosphatase | Large T inhibition | Dengue-2 NS5 capping | GPR35 antagonists | CSM14.1 death rescue | PhoP inhibition | others
O=C(COC(=O)CCc1ccccc1)Nc1cc([N+](=O)[O-])ccc1F | 0.9% | 0.5% | 4% | -1% | 8% | -6% | -13% | . | -2%
COc1ccc(-c2c(C#Cc3ccccc3)c3ccccc3n2C)cc1 | -0.2% | 29% | 10% | 7% | 3% | 0% | -7% | . | -4%
CCOC(=O)c1sc2nc(CC(=O)OC)nc(NCc3ccc(Cl)cc3)c2c1C | -0.5% | 0.3% | 11% | 12% | 11% | 3% | 14% | 0.4% | 4%
Cc1ccc(OCC2Cn3c(nc4c3c(=O)[nH]c(=O)n4C)O2)cc1C (centres undefined) | -0.4% | 1.7% | 14% | -7% | 22% | 1% | -10% | . | 4%
Cc1ccc(CNC(=O)CN(C)S(=O)(=O)c2cccc3nsnc23)cc1 | 0.0% | 2.4% | 10% | 3% | 5% | -4% | 6% | 2.2% | -6%
O=[N+]([O-])c1ccc(NS(=O)(=O)c2cccc3cccnc23)cc1 | -1.0% | 1.8% | 2% | 0% | 9% | -4% | -11% | . | -3%
CCOC(=O)c1c(C)[nH]c(C(=O)NCCc2ccc(OC)c(OC)c2)c1C | -0.2% | 3.0% | 4% | -6% | 3% | -6% | 8% | . | 5%
Cc1c(C(=O)N/N=C/c2cccnc2)sc(=S)n1C | -0.4% | 1.9% | 7% | 1% | 21% | -5% | -10% | 2.5% | -11%
Cc1cccc(Nc2cc(=O)[nH]c(=O)[nH]2)c1 | 0.2% | 1.1% | 5% | -7% | 3% | -6% | -14% | 0.9% | -7%
CCOC(=O)CCCNS(=O)(=O)c1c(C)ccc2nsnc12 | 0.2% | 1.2% | 2% | 1% | -1% | -4% | 1% | -2.4% | -14%
CCOC(=O)c1c(S(=O)(=O)N(C)C2CCCCC2)c(C)n(C)c1C | 0.2% | 0.8% | 14% | -8% | 9% | -8% | 9% | . | -1%
CCN1CCSc2ccc(C(=O)NCc3ccccc3Br)cc21 | -0.8% | 3.1% | 6% | -18% | 17% | 1% | -9% | . | .
Cc1cc(C)n(CC(=O)NNC(=O)C2CC(=O)N(Cc3ccccc3Cl)C2)n1 (centres undefined) | 1.2% | 2.8% | 6% | -3% | 23% | -7% | -8% | . | -2%
C#CCOCCOCCOCCNc1nc(N2CCOCC2)nc(N2CCN(C(=O)[C@H](CCC(=O)O)n3cc(C(N)[C@H](C)CC)nn3)CC2)n1 (some centres undefined) | 0.1% | -0.4% | 7% | -7% | 20% | -1% | -4% | 1.0% | 5%
CCC(C)c1ccc(OCCn2ccnc2)cc1 (centres undefined) | -1.7% | 9.4% | 16% | 7% | 2% | -3% | -11% | 3.1% | 20%
COc1ccc(C(=O)Nc2cc(C(C)=O)c(/C=C/N(C)C)oc2=O)cc1 | . | 1.3% | 9% | 3% | 8% | -32% | 22% | 0.7% | -32% | Dengue-2 NS5 capping pilot replicate=2.0
CNC(=O)COC(=O)c1cc(NC(=O)c2ccco2)c(OC)c(OC)c1 | -0.2% | 0.3% | 4% | -3% | 18% | -3% | 18% | 1.3% | -4%
NS(=O)(=O)c1ccc(CCNC(=O)C(=O)c2cn(CC(=O)N3CCOCC3)c3ccccc23)cc1 | -0.1% | 0.2% | 10% | -3% | 20% | 1% | 2% | . | -6%
COc1ccccc1C1C(C(C)=O)=C(O)C(=O)N1c1ccc(O)cc1 (centres undefined) | -0.1% | 1.1% | -1% | -4% | 13% | -4% | 15% | . | -4%
O=C(c1ccco1)N1CCN(C(=O)c2cc(-c3ccccc3F)no2)CC1 | 0.1% | 1.2% | 9% | -5% | 8% | -4% | 7% | . | -8%
CCCCCCNC(=O)c1c(O)c2cccc3c2n(c1=O)CCC3 | 0.0% | 3.7% | 9% | -8% | 7% | 1% | -3% | 0.4% | -4%
Cc1ccc2c(c1)N(CC(=O)N1CCN(c3nc4ccccc4s3)CC1)C(=O)C(C)O2 (centres undefined) | 0.2% | 8.7% | 5% | 4% | 5% | -9% | 1% | -2.2% | -4%
CC(C)(C)c1ccc(C(=O)NCC(=O)OCC(=O)Nc2ccccc2[N+](=O)[O-])cc1 | -0.1% | 1.6% | 11% | -4% | 4% | -2% | 0% | -1.6% | 14%
CCOc1ccccc1C(=O)N/N=C/c1ccoc1 | -0.1% | 1.2% | 8% | -4% | 18% | 0% | -1% | . | -6%
COC(=O)c1c(NC(NC(=O)C(C)(C)C)C(Cl)(Cl)Cl)sc2c1CCC2 (centres undefined) | -0.3% | 51% | 13% | -4% | 2% | -3% | -5% | 0.8% | 1%
O=C(NCc1ccccc1)C1=C[C@@H](c2ccc(C(F)(F)F)cc2)C[C@@H](OCc2ccc(CO)cc2)O1 | . | 11% | 2% | 11% | 8% | 0% | -5% | -0.8% | 6%
CCOC(=O)N1CCN(C(=O)c2cccn3c(=O)c4cc(Br)ccc4nc23)CC1 | 0.0% | -0.4% | 0% | -5% | 23% | -12% | 8% | -15% | -7%
O=C(NNC(=O)C(O)(c1ccccc1)c1ccccc1)C1CC1 | 0.0% | 0.7% | -4% | -2% | 3% | -2% | -25% | -1.0% | 3%
CN1CCCN(C2C3CC4CC(C3)CC2C4)CC1 (centres undefined) | . | -0.5% | 15% | -3% | 0% | -3% | 8% | 1.0% | 11%
O=C(Cn1nnc(-c2ccccc2)n1)N=Nc1c(O)[nH]c2ccccc12 | 0.0% | 1.1% | 9% | 1% | 16% | -1% | 5% | 0.5% | -5%
COCCCNc1nc(N)c([N+](=O)[O-])c(Nc2cc(OC)ccc2OC)n1 | 0.3% | 3.8% | . | -6% | 4% | . | -3% | . | -1%
COc1ccccc1-c1nc(-c2ccc(Br)o2)no1 | 0.5% | 1.8% | -1% | -4% | -1% | -7% | 15% | -1.5% | 6%
Cc1ccc(/C=C/c2nnc(-c3ccc(C)cc3)o2)cc1 | 0.1% | -0.1% | 6% | -4% | 8% | 1% | -5% | -0.6% | 19%
CCOc1ccc2nc(NC(=O)CN3CCC(n4nnc5cc(F)ccc54)CC3)sc2c1 | 0.0% | 6.6% | 6% | 0% | 2% | -6% | -12% | . | -4%
CN(C)c1ccc(/C=N/NC(N)=S)cc1[N+](=O)[O-] | 0.6% | -1.8% | 10% | 2% | 3% | -11% | -17% | -1.0% | 3%
Cc1cccc(NC(=O)CCC(=O)NCCO)c1 | 0.1% | 1.2% | 6% | -4% | 6% | -6% | -2% | -1.1% | 2%
COc1cc(C(N)=O)cc(Br)c1OCc1ccccc1 | -1.1% | ? | 8% | -4% | 6% | -1% | -2% | -0.5% | -3%
CCOC(=O)Cc1nnc(NC(=O)COc2ccc(C)cc2)s1 | 0.3% | 0.8% | 9% | -1% | 11% | -6% | 8% | 1.0% | -9%
CCOn1c(=O)c[n+]([O-])c2ccccc21 | -0.9% | 0.5% | 0% | 2% | -3% | -54% | 10% | -1.0% | 4%
N#CC1(NC(=O)COc2ccc(S(=O)(=O)N3CCCC3)cc2[N+](=O)[O-])CCCCC1 | . | 0.2% | 2% | . | 16% | 3% | . | . | 4%
COc1ccc(CN2CCN(S(=O)(=O)c3ccccc3)CC2)c(OC)c1 | -0.7% | 0.4% | 23% | -10% | 9% | -24% | -5% | 6.3% | 10%
CCc1cc(=O)oc2cc(C)cc(OCC(=O)NCC3CCC(C(=O)O)CC3)c12 (centres undefined) | -0.5% | 0.9% | 1% | -10% | . | -4% | 10% | . | .
O=C(NNS(=O)(=O)c1ccc(F)cc1)c1sccc1-n1cccc1 | -0.1% | 0.9% | 1% | -7% | 7% | -2% | -18% | -0.5% | 10%
CCOc1ccc(CCNC(=O)CCCn2nc(C)c3c(C)n(-c4ccccc4)nc3c2=O)cc1 | -0.6% | 14% | 12% | -4% | 27% | -6% | 2% | . | -4%
COc1cccc(NC(=O)CN(C)C(=O)c2sc3cc(Cl)ccc3c2Cl)c1 | . | 19% | 5% | . | 10% | -1% | . | . | -7%
CCn1c(SCc2cccnc2)nnc1-c1c[nH]c2ccccc12 | 0.0% | 2.1% | 4% | -6% | 2% | -3% | -1% | 0.8% | 8%
O=C1CCC([N+](=O)[O-])C(c2ccc(Br)cc2)N1 (centres undefined) | 0.0% | 0.6% | 6% | 1% | 19% | 6% | 4% | -4.7% | -1%
CC(C)c1ccccc1OCCNC(=O)c1cccnc1 | -0.5% | -0.2% | 4% | -6% | 6% | . | 3% | 3.4% | -1%
Oc1cccc(C(=S)N2CCCCC2)c1 | 0.3% | 0.4% | 13% | -9% | 22% | 4% | 2% | -1.0% | -2%
COc1ccc(C2CC(C(F)(F)F)n3ncc(C(=O)Nc4c(C)n(C)n(-c5ccccc5)c4=O)c3N2)cc1 (centres undefined) | -0.6% | -0.5% | 5% | -13% | 23% | -2% | -11% | -0.3% | 5%
CC(C)OC(=O)CSc1nc2ncc(Cl)cc2[nH]1 | 0.1% | 0.4% | -2% | -4% | -3% | -4% | -5% | -0.1% | 18%
O=C1CN(C(=O)c2ccc(F)cc2)c2ccccc2N1 | 0.2% | -0.2% | 12% | -8% | 8% | -1% | 7% | . | 8%
Cc1ccc(SCc2[nH]nc3c2C2(C(=O)Nc4ccc(F)cc42)C(C#N)=C(N)O3)cc1 (centres undefined) | 0.0% | 1.8% | 5% | -4% | 24% | 3% | 15% | -2.1% | -2% | Dengue-2 NS5 capping pilot replicate=3.9
Cc1ccccc1-n1c(C)nnc1SCC(=O)N(C)C1CCS(=O)(=O)C1 (centres undefined) | 1.1% | 1.9% | 6% | -5% | 14% | -16% | -9% | -1.1% | -1%
O=C(Oc1nsnc1N1CCOCC1)N1CCCC1 | 0.8% | -0.7% | 3% | . | . | -2% | . | . | .
Clc1ccc(N2CCN(/N=C/c3cccnc3)CC2)cc1 | -1.2% | 20% | 11% | -7% | 11% | -3% | -1% | . | 2%
COc1ccc(S(=O)(=O)N(C)CC(=O)NCCN2CCOCC2)cc1 | -0.2% | 4.9% | 2% | -7% | 8% | -6% | -8% | . | 9%
O=C1S/C(=C\c2ccc(Cl)cc2)C(=O)N1CCn1cnnn1 | -0.6% | 1.4% | -2% | -2% | 15% | 12% | 7% | -1.3% | 0%
O=C(CN1CCOCC1)Nc1nc2cc([N+](=O)[O-])ccc2s1 | 1.8% | 2.4% | -7% | 0% | 2% | 8% | -3% | -3.5% | 3%

Compound activity from PubChem BioAssay.
